# POLK inh – blocks human DNA polymerase kappa activity. Q9UBT6. Potency, µM (top dose mostly 107 µM), without a hit: at the highest dose activity, negative = inhibition, actives largely listed as inhibitors. actives 0.53% (n = 400,000). purified Pol kappa, fluorescent DNA synthesis assay, 10 min; also: potency is read from the fitted curve at half-maximal effect; % is scaled to controls: 0 for no effect and ±100 for the full control effect
#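 Kinetic fluorescence screen: compound preincubated 15 min RT with 10 nM enzyme; 50 nM substrate (final) initiates; reads at 0/10 min.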
# Pol iota inh – inhibitors of human DNA polymerase iota. Potency, µM (top dose mostly 115 µM), for the others: at the top dose activity, negative = inhibition, actives largely listed as inhibitors. Pol iota fluorescent replication assay, 10 min. actives 1% (n = 390,000); also: potency is read from the fitted curve at half-maximal effect
# Target sequence (Q9UNA4 whole entry, looked up): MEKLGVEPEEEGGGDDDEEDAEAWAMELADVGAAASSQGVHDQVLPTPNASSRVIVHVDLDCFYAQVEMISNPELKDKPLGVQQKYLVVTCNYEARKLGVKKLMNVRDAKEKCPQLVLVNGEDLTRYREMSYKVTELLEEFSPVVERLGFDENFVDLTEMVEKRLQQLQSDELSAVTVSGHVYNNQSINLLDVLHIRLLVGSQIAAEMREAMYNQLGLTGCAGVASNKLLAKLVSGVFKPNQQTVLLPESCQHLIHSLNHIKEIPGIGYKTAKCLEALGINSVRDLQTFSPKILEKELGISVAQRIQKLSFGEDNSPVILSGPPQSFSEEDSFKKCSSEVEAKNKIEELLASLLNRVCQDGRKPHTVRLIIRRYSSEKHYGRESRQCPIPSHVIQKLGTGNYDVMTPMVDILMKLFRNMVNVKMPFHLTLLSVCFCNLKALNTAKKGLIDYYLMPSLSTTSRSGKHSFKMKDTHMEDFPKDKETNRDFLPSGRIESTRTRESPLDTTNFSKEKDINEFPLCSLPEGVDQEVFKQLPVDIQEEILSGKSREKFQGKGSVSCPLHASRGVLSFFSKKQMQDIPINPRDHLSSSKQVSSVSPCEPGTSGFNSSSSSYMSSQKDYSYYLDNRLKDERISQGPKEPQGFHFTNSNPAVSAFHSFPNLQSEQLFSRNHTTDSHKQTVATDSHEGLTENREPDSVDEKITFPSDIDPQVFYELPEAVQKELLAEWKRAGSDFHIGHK
#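 Pol iota at 10 nM preincubated 15 min with compounds at room temperature; reaction started with fluorescent substrate, 50 nM final. Fluorescence read kinetically at 0 and 10 min; buffer-only wells as negative control.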
# POLH inh – blocks human DNA polymerase eta activity; AID 588591; Potency, µM (titrated, usually from 114 µM), inactives show at the highest dose activity change, negative = inhibition, actives largely listed as inhibitors; recombinant Pol eta, fluorescent DNA replication assay; actives 1.2% (n = 390,000); also: potency is read from the fitted curve at half-maximal effect; % is scaled to controls: 0 for no effect and ±100 for the full control effect
#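 Pol eta at 10 nM preincubated with compounds 15 min at room temperature; reaction started with fluorescent substrate (50 nM final) and read kinetically at 0 and 10 min.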
# PGK inhibitor – T. brucei PGK inhibition; PGK/GAPDH coupled, Kinase-Glo luminescence, 60 min; Potency, µM (highest dose often 57.5 µM), for the others: at the top dose activity change, negative = inhibition, usual class: inhibitors; actives 0.043% (n = 380,000); also: potency is read from the fitted curve at half-maximal effect; % is scaled to controls: 0 for no effect and ±100 for the full control effect; nearly all actives have a fitted effect of over 60% in size
#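 Luminescent ATP detection (Kinase-Glo Plus) follows a 60-minute room-temperature incubation, with wells lacking PGK as controls. Buffer: 100 mM TEA (pH 7.6), 5 mM MgCl2, 0.01% Tween-20. Coupling enzyme GAPDH (100 nM final) supplies unstable 1,3-BPG in-well.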
# POLB inh – DNA polymerase beta (human) inhibition | Pol beta primer extension/strand displacement, fluorescence kinetic | Potency, µM (doses to about 114 µM), for the others: at the top dose activity change, negative = inhibition, actives largely listed as inhibitors | actives 1.3% (n = 340,000) | AID 485314; also: potency is read from the fitted curve at half-maximal effect; % is scaled to controls: 0 for no effect and ±100 for the full control effect
#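 Human Pol beta at 10 nM; strand-displacement substrate 50 nM final. Compound exposure 15 min at room temperature before start, reaction 10 min at room temperature.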
# BLM inh – blocks DNA unwinding by human BLM helicase. P54132. recombinant BLM DNA unwinding, fluorescence dequenching. Potency, µM (highest dose often 56.1 µM), inactives show top-dose activity change, negative = inhibition, actives largely listed as inhibitors. actives 0.2% (n = 350,000). AID 2528;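 also: potency is read from the fitted curve at half-maximal effect; plate controls were vehicle for no effect and no enzyme for full effect; nearly all actives have a fitted effect of over 35% in size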
# Anesthetic bind – candidate novel general anesthetic via apoferritin binding | actives 0.074% (n = 350,000) | AID 485281 | apoferritin/1-aminoanthracene competitive binding, fluorescence | Potency, µM (top dose mostly 77.5 µM), for inactives: at the top dose activity change, negative = displacement, hits mostly inhibitors | P02791; also: potency is read from the fitted curve at half-maximal effect; % is scaled to controls: 0 for no effect and ±100 for the full control effect; nearly all actives have a fitted effect of over 20% in size
# Target sequence (P02791 2-175 limits assumed): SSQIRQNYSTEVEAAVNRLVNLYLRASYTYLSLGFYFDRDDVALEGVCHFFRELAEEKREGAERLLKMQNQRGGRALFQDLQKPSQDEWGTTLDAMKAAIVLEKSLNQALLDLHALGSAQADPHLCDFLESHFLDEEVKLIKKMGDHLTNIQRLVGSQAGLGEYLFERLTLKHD
#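 Steps: apoferritin (10 uM) was premixed with half-saturated 1-AMA in PBS, compounds were pin-transferred, plates stood 10 min at room temperature, fluorescence was read at 380/535 nm, and curves were fitted with a Hill equation.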
# RXFP1 antag – antagonists of human relaxin receptor RXFP1; HEK293-RXFP1, relaxin-stimulated cAMP HTRF, 30 min; stronger effect = lower value; actives 0.59% (n = 350,000); activity change, negative = inhibition, % at 57.5 µM;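 active = activity change of -60% or lower, but not beyond a set lower limit; inconclusive = change between -60% and -40%, or beyond the set limit; inactive = change above -40%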; also: % is scaled to controls: 0 for no effect and ±100 for the full control effect
# APEX1 inh – inhibitors of human APE1 endonuclease; recombinant APE1, TAMRA/BHQ-2 abasic DNA cleavage fluorescence; Potency, µM (doses to about 65.8 µM), inactives show top-dose activity change, negative = inhibition, actives largely listed as inhibitors; actives 0.35% (n = 350,000); AID 2517;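 also: potency is read from the fitted curve at half-maximal effect; plate controls were vehicle for no effect and reference inhibitor for full effect; nearly all actives have a fitted effect of over 55% in size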
#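 Enzyme (0.75 nM final) and test compound are incubated 15 min at room temperature before adding 50 nM quenched THF abasic-site duplex. Cleavage dequenches TAMRA, followed at 525/598 nm over three reads one minute apart.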
# Active calls of the source: *; i = inactive; ? = inconclusive; · = no result given; ! = not active in a repeat; [ ] = dose if it differs, or a comment. Unless noted, calls follow the shape of the dose curve; as a rule, active = well fitted curve in the direction sought with a large enough effect; inconclusive = small, poorly fitted or top-dose-only effect, or another doubt; inactive = no such curve, though single readings can be large; an effect the other way counts as inactive or inconclusive. These rows are one share of the data (hit frequency here may not be typical).
no. | SMILES | Anesthetic bind | PGK inhibitor | RXFP1 antag | POLB inh | POLK inh | APEX1 inh | Pol iota inh | BLM inh | POLH inh
1 | O=c1[nH]c(=O)n(Cc2ccccc2)c(O)c1/C=C1\C=Nc2ccccc21 | -11% | -2% | 0 | 24% | 1% | 13% | 8% | -4% | ?
2 | CC[C@@]1(O)C(=O)OCc2c1cc1n(c2=O)Cc2cc3c(N)cccc3nc2-1 | 8% | -12% | · | 50µM* | 79µM* | ? | ? | ? | 22µM*
3 | CC(C)CCCC(C)C1CCC2C3C(=O)C=C4CC(O)CC[C@@]4(C)C3CC[C@@]12C (some centres undefined) | ? | · | · | · | -2%[60.1 µM] | -2% | · | -17% | ·
4 | CCn1ccnc1CN1CCCC(C(=O)c2cc(C)c(OC)c(C)c2)C1 (centres undefined) | -7% | -10% | 0 | 14% | 11% | 24% | 7% | -3% | -19%
5 | CC[C@@H](O)C[C@H]1CCC[C@@]2(C[C@@H]3OC(=O)/C=C/[C@@](C)(O)[C@@H](O)[C@H](C)[C@@H](O)[C@H](OC4CCC(N(C)C)C(C)O4)[C@@H](O)[C@](C)(O)CCCCC/C=C/[C@@H]4CC(C)(C)O[C@@]4(O)C[C@H](O2)[C@H]3C)O1 (some centres undefined) | · | -4% | -7 | · | -10% | · | 23% | · | ?
6 | CC(=O)Nc1ccccc1C(=O)OCc1ccc(C(=O)c2ccccc2)cc1 | ? | 2% | -4 | 9% | -12% | -4% | -14% | -11% | -8%
7 | COc1ccc(OC)c(CN2CCN(C(=O)Cc3ccccc3)CC2)c1 | -10% | i | 3 | -5% | 2% | 7% | 3% | 5% | 3%
8 | S=C1NC2(CCCCC2)NC12CCCCC2 | 6% | -9% | 4 | 46% | 0% | 6% | 8% | -2% | -6%
9 | C=CCN1C[C@@H](C)N(C(c2ccc(C(=O)N(CC)CC)cc2)c2cccc(OC)c2)C[C@@H]1C (some centres undefined) | · | -7% | · | · | 11% | 18% | -12% | · | -6%
10 | C=C(C)[C@]12C[C@@H](C)[C@@]34O[C@](Cc5ccccc5)(O[C@@H]1[C@@H]3C=C(COC(=O)Cc1ccc(O)c(OC)c1)C[C@]1(O)C(=O)C(C)=C[C@@H]41)O2 | -17% | · | · | · | -14%[60.1 µM] | -7% | · | -16% | ·
11 | ClCCN(CCCl)c1ccc(C=NNc2ncccn2)cc1 | · | 13% | -32 | · | -5% | · | -8% | · | -6%
12 | O=c1c2ccccc2nc(-c2ccccc2)n1-c1ccccc1 | 2% | -5% | 1 | -2% | -3% | 1% | 1% | -6% | 2%

# Reprinted from the part before: 2 compounds; new compounds follow.
no. | SMILES | Anesthetic bind | PGK inhibitor | RXFP1 antag | POLB inh | POLK inh | APEX1 inh | Pol iota inh | BLM inh | POLH inh
11 | ClCCN(CCCl)c1ccc(C=NNc2ncccn2)cc1 | · | 13% | -32 | · | -5% | · | -8% | · | -6%
12 | O=c1c2ccccc2nc(-c2ccccc2)n1-c1ccccc1 | 2% | -5% | 1 | -2% | -3% | 1% | 1% | -6% | 2%
13 | CCOc1ccc(CN2C(=O)c3ccccc3Sc3ccc(C(=O)N4CCC5(CC4)OCCO5)cc32)cc1 | -6% | 4% | · | 0% | -6% | · | -5% | -8% | -17%
14 | CCOc1ccccc1OCC(=O)Nc1ccc(Cl)cc1C(=O)c1ccccc1 | -1% | -7% | 8 | 1% | -7% | 15% | 1% | -5% | -16%
15 | CCOP(=O)(OCC)C(O)c1ccc(N(C)C)cc1 (centres undefined) | 8% | -5% | -5 | 50% | 0% | 6% | -5% | 0% | 0%
16 | Cc1ccc(-n2c(O)c(C=NC3CCCCC3N)c(=O)[nH]c2=O)cc1C (centres undefined) | ? | -10% | -12 | 24% | -6% | 12% | 16% | -7% | -7%
17 | O=C1NC(=S)NC(=O)C1=Cc1ccc(OCc2ccccc2)cc1 | · | -4% | -2 | · | -8% | · | 47%[activator] | · | -10%
18 | Cc1ccnc(SCc2nc3ccccc3s2)n1 | ? | 4% | 1 | 8% | -13% | 18% | 7% | -3% | -14%
19 | N#CC1(c2ccccc2)CCN(C2CC(=O)N(c3cccc(F)c3)C2=O)CC1 (centres undefined) | -9% | 5% | 2 | 20% | 6% | 4% | 58%[activator] | -5% | 20%
20 | COC(=O)C1=C(c2cccc(Cl)c2)C[C@@H]2CC[C@H]1N2C(=O)NCC1CC1 | · | 4% | · | · | -4% | 11% | 10% | · | 1%
21 | COc1ccc(-c2nn3c(=O)cc(CN4CCN(C(=O)COc5ccc(F)cc5)CC4)nc3s2)cc1 | -7% | 1% | · | 30% | -9%[60.1 µM] | · | 48%[activator] | -7% | -11%
22 | COC(=O)C1=C(c2ccc(Cl)c(C(F)(F)F)c2)C[C@@H]2CC[C@H]1N2C(=O)NCc1cc(C)oc1C(F)(F)F | · | 5% | · | · | -8% | -18% | 4% | · | -17%
23 | O=C(Cc1ccccc1)OC(COCc1ccccc1)CN1CCOCC1 (centres undefined) | -9% | -10% | -6 | 11% | 5% | 1% | -4% | 0% | -12%
24 | Cn1cc(C(=O)OCC(=O)Nc2ccccc2)c2ccccc21 | · | -1% | 1 | · | 0% | -2% | 10% | · | -3%

# The list goes on:
no. | SMILES | Anesthetic bind | PGK inhibitor | RXFP1 antag | POLB inh | POLK inh | APEX1 inh | Pol iota inh | BLM inh | POLH inh
25 | CC(C(=O)Nc1ccc(Cl)cc1Cl)N1CC=C(c2ccccc2)CC1 (centres undefined) | 1% | i | -25 | 18% | 2% | 3% | 13% | 1% | -12%
26 | O=c1[nH]c(=O)n(-c2ccc(Cl)cc2)c(O)c1C=NCCN1CCCCC1 | 2% | 3% | -2 | -2% | -6% | 3% | -11% | -1% | 3%
27 | CCC(C)C(=O)OC1C[C@@]2(C)C(c3ccoc3)OC(=O)CC23OC2(C)OC34C(OC(=O)C(C)C)[C@]3(O)C(OC(=O)C5(C)OC5C)[C@]5(C)CC3(O)[C@](C)(C5CC(=O)OC)C14O2 (some centres undefined) | -15% | · | · | · | ? | -3% | · | -8% | ·
28 | CC1CCCC(C)N1C(=O)CSc1nnc(NC(=O)c2cccs2)s1 (centres undefined) | ? | 8% | -6 | -2% | -6% | 0% | 3% | -1% | -12%
29 | O=c1c(O)c(-c2ccc(O)c(O)c2)oc2c(O)c(O)cc(O)c12 | -4% | · | · | · | 1.1µM* | ? | · | -11% | ·
30 | CCS(=O)CCSP(=O)(OC)OC (centres undefined) | -2% | · | · | · | -1%[60.1 µM] | -4% | · | 2% | ·
31 | CCCC(=O)N(C)C1=Nc2ccc(Cl)cc2C(c2ccccc2)=[N+]([O-])C1 | 70%[activator] | -1% | 1 | 17% | -3% | -4% | -5% | -12% | -4%
32 | CCCNC(=O)N1C2CCC1CC(O)(c1cccnc1)C2 (centres undefined) | -5% | -3% | 7 | -1% | -10% | -2% | 0% | 0% | -4%
33 | COc1ccc(C2CN(C)CC2C(=O)c2ccc(F)cc2)cc1Cl (centres undefined) | -10% | i | -8 | 20% | -8% | -12% | 16% | -4% | -20%
34 | O=C(CN1CC(c2ccccc2)CC1=O)Nc1cccc(F)c1 (centres undefined) | -11% | 5% | 15 | -15% | -20% | 3% | -5% | -3% | -13%
35 | Cc1cccc(C)c1OC(=O)Cc1ccccc1 | ? | -5% | 5 | -24% | -4% | -4% | 3% | -8% | -2%
36 | CCN1CCN(CC(c2ccccc2)c2ccccc2)CC1 | -6% | -3% | 1 | 23% | -5% | 29% | 137%[activator] | -3% | -11%

# An excerpt of the results above:
no. | SMILES | Anesthetic bind | PGK inhibitor | RXFP1 antag | POLB inh | POLK inh | APEX1 inh | Pol iota inh | BLM inh | POLH inh
29 | O=c1c(O)c(-c2ccc(O)c(O)c2)oc2c(O)c(O)cc(O)c12 | -4% | · | · | · | 1.1µM* | ? | · | -11% | ·
30 | CCS(=O)CCSP(=O)(OC)OC (centres undefined) | -2% | · | · | · | -1%[60.1 µM] | -4% | · | 2% | ·
31 | CCCC(=O)N(C)C1=Nc2ccc(Cl)cc2C(c2ccccc2)=[N+]([O-])C1 | 70%[activator] | -1% | 1 | 17% | -3% | -4% | -5% | -12% | -4%
32 | CCCNC(=O)N1C2CCC1CC(O)(c1cccnc1)C2 (centres undefined) | -5% | -3% | 7 | -1% | -10% | -2% | 0% | 0% | -4%
33 | COc1ccc(C2CN(C)CC2C(=O)c2ccc(F)cc2)cc1Cl (centres undefined) | -10% | i | -8 | 20% | -8% | -12% | 16% | -4% | -20%
34 | O=C(CN1CC(c2ccccc2)CC1=O)Nc1cccc(F)c1 (centres undefined) | -11% | 5% | 15 | -15% | -20% | 3% | -5% | -3% | -13%

# Next records.
no. | SMILES | Anesthetic bind | PGK inhibitor | RXFP1 antag | POLB inh | POLK inh | APEX1 inh | Pol iota inh | BLM inh | POLH inh
37 | O=C(NCc1ccc(C(=O)N2CCC3(CC2)OCCO3)cc1)c1ccc2c(c1)OCO2 | -8% | i | -8 | -1% | -6% | -3% | 8% | -2% | -13%
38 | Cc1ccc2c(c1)C1CN(C)CCC1N2C(=O)/C(C#N)=C/c1ccc2c(c1)OCO2 (centres undefined) | -11% | -7% | 11 | 35% | -7% | 3% | 1% | -3% | -5%
39 | Cc1ccc(CCP(=O)(O)CN2CCOCC2)cn1 | -2% | · | 3 | -26% | -3% | 1% | ? | 0% | -2%
40 | N#CC(C#N)=Cc1ccc(O)c(O)c1 | · | -6% | -2 | -12%[57.1 µM] | 11µM*! | ? | ? | -9% | 7.9µM*!
41 | Cc1ccc(-c2nc(CN3C(=O)CN=C(c4ccccc4)c4cc(Cl)ccc43)c(C)o2)cc1 | -2% | -6% | -8 | -27% | -2% | · | 16% | 1% | ?
42 | CC(=O)NC1=C(N2CC2C)C(=O)C(NC(C)=O)=C(N2CC2C)C1=O (centres undefined) | · | 4% | -16 | · | -16% | · | ? | · | -23%
